Screens: PubChem, several laboratories
GASC-1 inh = blocks human GASC-1 demethylase activity; GST-JMJD2C(1-420) H3K9me3 demethylation, DELFIA europium; 0.069% of 330,000 active; Q9H3R0; inhibition, % at 2.35 µM; AID 2099;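 active = more than half of a compound's replicate wells show inhibition beyond 50%, single wells judged on their own value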;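 also: signal counts dimethyl H3K9 product captured on neutravidin plate; 0% = median of DMSO wells and 100% = 0.3 times that DMSO median; strong numbers were not always called active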
PP5 primary = blocks human protein phosphatase 5 activity. P53041. AID 1987. inhibition, % at 6.7 µM. 0.18% of 320,000 active. purified PP5c, OMFP substrate fluorescence;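 active = inhibition above the campaign's mean inhibition across all tested compounds plus 3 SD, cut at about 9.5% in these data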;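 also: 0% = DMSO only and 100% = 100 µM cantharidin control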
PP1 inh = PP1-alpha (human) inhibition in PP5 counter-screen | P62136 | purified PP1alpha, OMFP fluorescence | inhibition, % at 6.7 µM | 0.9% of 320,000 active | AID 2235;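 active = inhibition above the mean inhibition of all tested compounds plus 3 SD, computed separately for each screening campaign, cut at about 15% in these data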
GRK2 aptamer HTS = blocks RNA aptamer binding to human GRK2 | 0.59% of 330,000 active | inhibition of aptamer binding, % at 10 µM | AID 488847 | bead flow cytometry, FAM-aptamer displacement from GRK2;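 active = inhibition of aptamer binding above 40%, roughly 3 SD of noise, on plates passing a quality check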;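 also: median bead fluorescence of bound FAM aptamer so fluorescent compounds give negative values; no value below 0 was filed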
Target sequence (P25098 whole entry, looked up): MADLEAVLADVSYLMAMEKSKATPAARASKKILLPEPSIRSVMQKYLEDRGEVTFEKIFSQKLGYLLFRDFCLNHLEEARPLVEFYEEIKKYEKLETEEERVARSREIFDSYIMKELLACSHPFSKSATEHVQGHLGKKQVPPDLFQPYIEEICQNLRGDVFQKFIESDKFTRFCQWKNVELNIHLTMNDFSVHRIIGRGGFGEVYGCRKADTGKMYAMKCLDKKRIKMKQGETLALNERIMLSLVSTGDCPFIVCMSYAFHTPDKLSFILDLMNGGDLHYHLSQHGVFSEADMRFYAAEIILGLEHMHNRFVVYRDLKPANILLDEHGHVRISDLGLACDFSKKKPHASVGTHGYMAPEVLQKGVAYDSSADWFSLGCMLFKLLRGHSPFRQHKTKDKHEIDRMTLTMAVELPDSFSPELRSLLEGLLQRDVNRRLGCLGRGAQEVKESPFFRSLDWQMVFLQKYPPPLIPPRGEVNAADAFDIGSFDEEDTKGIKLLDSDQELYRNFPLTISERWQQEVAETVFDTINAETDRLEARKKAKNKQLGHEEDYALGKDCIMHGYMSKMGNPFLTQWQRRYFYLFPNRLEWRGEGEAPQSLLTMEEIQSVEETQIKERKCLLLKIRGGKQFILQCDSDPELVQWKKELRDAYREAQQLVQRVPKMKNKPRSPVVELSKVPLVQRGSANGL
HCV core dimer = blocks dimerization of HCV core protein; TR-FRET GST/Flag-core106 dimerization, 1536-well; inhibition, % at 5 µM; 0.33% of 300,000 active;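 active = inhibition above the mean of all tested compounds plus 3 SD, set per screening campaign, cut at about 45% in these data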
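System – GST-tagged and Flag-tagged HCV core protein residues 1-106 · Repeats – one well for each compound · Technique – TR-FRET 671 and 617 nm emission · Doses – one concentration, 5 µM, in 0.5% DMSO · Times – 4 h, 22.5 °C incubation · Also added – Eu donor and XL665 acceptor anti-tag antibodies · Measure – percent inhibition of core106 dimerization signal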
CTSL1 counter = blocks F. hepatica cathepsin L1 in PFM18AAP counter-screen | recombinant F. hepatica cathepsin L1, Z-Leu-Arg-MCA fluorescence | inhibition, % at 5.96 µM | 0.49% of 300,000 active;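 active = inhibition above the mean of all tested compounds plus 3 SD, set per screening campaign, cut at about 17% in these data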;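 also: 0% = plate median of test compound wells and 100% = 1 µM Z-Phe-Ala-diazomethylketone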
VLA-4 inh = inhibition in a human VLA-4 binding assay. P13612. AID 2557. VLA-4 expressing cells, ligand binding flow cytometry. inhibition, % (about 7 µM as worked out from the volumes in the protocol). 0.2% of 330,000 active; in the data active = inhibition above about 50%
procasp7 counter = counter-screen for procaspase-3 activators: activators of human procaspase-7; AID 463210; recombinant procaspase-7, Ac-DEVD-pNA absorbance 405 nm; D23A/D198A/D206A triple mutant, cannot self-cleave; scale: DMSO 0, 5 µM enzyme 100; P55210; activation, % at 8.5 µM; 0.093% of 330,000 active;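 active = percent activation above the screen-wide mean plus 3 SD, cut at about 25% in these data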
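Test system: Procaspase-7 triple mutant (PC-7 D3A). Also added: Ac-DEVD-pNA substrate, 400 µM as added. Schedule: 1 h enzyme–compound preincubation and 2 h substrate reaction, both 25 °C. Signal: p-Nitroaniline absorbance at 405 nm, read at 0 and 120 min. Control set: low DMSO alone, high DMSO plus 5 µM PC-7.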
proCasp3 act = activates human procaspase-3; P42574; recombinant procaspase-3 D3A, Ac-DEVD-pNA absorbance 405 nm; activation, % at 8.5 µM; 0.11% of 330,000 active; AID 463141;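 active = activation above the mean of all tested compounds plus 3 SD, cut at about 21% in these data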;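 also: 0% = DMSO alone and 100% = DMSO wells spiked with extra 5 µM PC-3 D3A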
Target sequence (P42574 whole entry D9A/D28A/D175A): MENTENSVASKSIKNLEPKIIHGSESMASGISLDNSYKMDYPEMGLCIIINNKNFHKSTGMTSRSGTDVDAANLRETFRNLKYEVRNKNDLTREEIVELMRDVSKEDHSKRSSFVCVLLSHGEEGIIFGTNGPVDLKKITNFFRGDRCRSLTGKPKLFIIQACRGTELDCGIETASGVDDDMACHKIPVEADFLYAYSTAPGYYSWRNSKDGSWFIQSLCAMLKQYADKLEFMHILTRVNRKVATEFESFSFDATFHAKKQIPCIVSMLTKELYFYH
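material = Procaspase-3 D3A mutant | probe or stimulus = Ac-DEVD-pNA | compound = single dose, 8.5 µM nominal compound, 0.8% DMSO | timing = 1 h preincubation, 2 h reaction | measured by = 405 nm absorbance of p-nitroaniline, reads at 0 and 120 min | benchmarks = DMSO-only low control, 5 µM PC-3 D3A high control | repeats = singlicate, each compound tested once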
* hit, by the source's call; . = no result given; & = joins results of further samples. Compounds were not picked by outcome; any-hit rate near 2.6%.

SMILES	GASC-1 inh	PP5 primary	PP1 inh	GRK2 aptamer HTS	HCV core dimer	CTSL1 counter	VLA-4 inh	procasp7 counter	proCasp3 act
CCOc1cc(S(=O)(=O)NCc2ccccn2)ccc1Cl	-6	2.9	-4	0	-5	-2	16	11	8
CC(=O)Nc1ccc(OCc2nnc(-c3ccc(Cl)cc3)o2)cc1	-1	0.6	-4	3	13	-1	-10	-6	-8
c1ccc(-c2ccc(-c3nc(-c4cccnc4)no3)cc2)cc1	27	2.2	-3	0	-4	0	-13	7	-1
COc1cc(NC(=O)CSc2nc3c(c(=O)n(C)c(=O)n3C)n2C)cc(OC)c1	1	4.0	-2	3	-2	1	-4	0	9
CCC(=O)Nc1nc2nc(C)cc(=O)n2[nH]1	3	2.2	0	3	-2	-4	21	1	-5
Cc1cc(S(=O)(=O)NCC(C)C)ccc1OCC(=O)NC1CC1	5	-1.6	-4	0	-9	-1	2	7	5
O=C(O)CC12CC3CC(C1)CC(n1ncc(NCc4ccccc4)c(Cl)c1=O)(C3)C2	-7	-0.8	-2	3	0	6	8	-2	5
Cc1ccccc1C(=O)N/C(=C/c1ccc(-c2cccnc2Cl)o1)C(=O)NCCCN1CCN(C)CC1	22	2.2	-1	0	-10	6	-12	-1	11
Cc1cc(C#N)c2ccccc2n1	11	-2.2	-3	0	-5	2	1	3	5
COc1cc(/C(C#N)=C/c2cccc3ccccc23)c([N+](=O)[O-])cc1OC	1	-0.4	-2	0	12	4	16	5	9
CCOc1ccccc1NC(=O)C(CC)Sc1nc2ccncc2[nH]1 (stereo not drawn)	-5	2.4	6	2	-16	1	2	2	-4
O=C(Nc1ccc(Cl)cc1)OCc1ccccn1	-5	0.9	1	0	-8	4	-3	-7	11
COc1ccc(NC(=O)C(=O)NCCC2CCCCN2S(=O)(=O)c2ccccc2)cc1 (stereo not drawn)	-7	3.2	-5	2	-1	0	7	5	4
COc1cc(CN2CCN(C(=O)c3ccc(-c4ccccc4)cc3)CC2)cc(OC)c1OC	-3	1.5	-1	1	5	-1	-3	4	-2
CCCS(=O)(=O)N1CCC(C(=O)NCc2ccc3c(c2)OCO3)CC1	-23	-0.1	-3	0	-4	8	-11	-2	2
CCn1c(COc2ccccc2OC)nnc1SCC#N	12	-0.7	-3	0	0	-2	-28	13	-1
O=[N+]([O-])c1cccc(-c2noc(-c3ccco3)n2)c1	-3	1.6	-2	0	3	-1	2	0	-5
COc1ccc(NC(=O)c2ccc(-n3cncn3)c([N+](=O)[O-])c2)cc1	-4	3.0	3	2	1	0	4	6	3
O=C(N/N=C/c1cccc(O)c1)C(=O)N1CCCCCC1	-2	-2.4	-3	0	-6	2	1	6	5
Cc1ccc(S(=O)(=O)N(C)C[C@@H]2Oc3ccc(NC(=O)CCC(F)(F)F)cc3CC(=O)N([C@@H](C)CO)C[C@@H]2C)cc1	-13	.	.	4	.	.	-21	1	-1
O=C(N/N=C/c1ccc(Cl)cc1)c1nc2ccc([N+](=O)[O-])cc2c(=O)[nH]1	2	-4.5	-1	1	10	1	17	7	-4
C=CC[C@H](CC(=O)NCCO)C(=O)N[C@@H](C)COC(=O)[C@@H](CC=C)CC(=O)OC(C)(C)C	-8	.	.	0	.	.	-6	-4	1
CCOCCOC(=O)c1[nH]c2c(c1C)C(=O)CC(c1cc(OC)c(OC)c(OC)c1)C2 (stereo not drawn)	0	0.2	-2	0	2	-2	5	-3	3
CCN(c1ccc(C)cc1)S(=O)(=O)c1nnc(NC(=O)c2ccco2)s1	5	-1.0	1	0	17	-6	8	1	2
COc1ccc(C(=O)NCc2ccccc2C)cc1S(=O)(=O)NC1CCCC1	-10	.	.	0	.	.	-17	4	-1
The list goes on:
SMILES	GASC-1 inh	PP5 primary	PP1 inh	GRK2 aptamer HTS	HCV core dimer	CTSL1 counter	VLA-4 inh	procasp7 counter	proCasp3 act
COc1ccc(S(=O)(=O)N2CCOCC2)cc1NC(=O)Cc1ccccc1Cl	-16	0.6	-2	0	4	-1	-10	8	0
COCCC(=O)N1CCC(Oc2ccc(C(=O)NCc3cccc(C)n3)cc2)CC1	-18	0.6	-4	0	-2	2	-12	2	0
O=C(NCc1ccco1)/C(=C/c1cccc([N+](=O)[O-])c1)NC(=O)c1ccco1	1	0.5	-4	0	1	-2	2	-1	6
Cc1ccccc1NC(=O)N1CCC(C(=O)c2ccc(F)cc2)CC1	-9	-2.2	-2	4	-3	-6	10	10	9
COc1ccc(/C=C/C=C2\N=C(SC)SC2=O)cc1	3	2.2	1	0	-7	2	.	-15	-18
CC(=O)Nc1cc[n+](CC(=O)c2ccc(Cl)cc2)cc1	13	2.5	-5	0	-2	-1	8	9	-4
N#Cc1c(NC(=O)c2cnn3cccnc23)sc2c1CCCC2	13	-1.0	-3	1	3	0	0	-1	-3
Cc1ccsc1/C=N/NC(=O)Cc1ccc([N+](=O)[O-])cc1	-17	4.0	12	4	-2	0	0	-9	-4
CC(NC(=O)Cc1ccc(S(=O)(=O)N2CCCCC2)cc1)c1ccccc1 (stereo not drawn)	.	2.4	-3	0	.	.	4	-6	-2
Nc1nnn(CC(=O)N/N=C/c2ccc(Cl)cc2Cl)n1	6	2.7	-3	3	2	-1	2	-1	-2
c1ccc(Nc2nc(N3CCCC3)nc(N3CCCC3)n2)cc1	5	1.5	1	3	0	-2	6	0	-1
CN1CCOc2cc(S(=O)(=O)NCc3ccc(S(N)(=O)=O)cc3)ccc21	-1	-2.9	-10	0	-14	6	16	-8	-3
C[C@H](CO)N1C[C@H](C)[C@@H](CN(C)C(=O)Nc2ccccc2)Oc2ccc(NC(=O)c3ccncc3)cc2C1=O	.	.	.	1	.	.	13	-6	7
CC1=C(C(=O)OCC2CCCO2)C(c2ccsc2)C2=C(CC(C)(C)CC2=O)N1 (stereo not drawn)	-3	2.0	-1	3	-1	-1	2	-3	-1
O=C(CCN1CCN(C/C=C/c2ccccc2)CC1)Nc1cccc(F)c1	1	1.8	-1	1	0	-4	23	11	-6
O=C(Nc1ccccc1Cl)C1Cc2ccccc2O/C1=N\O (stereo not drawn)	-1	-1.2	-1	0	-11	4	-5	-2	0
CCCn1c(N/N=C(C)\C=C\c2ccccc2)nc2c1c(=O)[nH]c(=O)n2C	-19	1.8	3	0	-6	3	14	4	-3
Cc1ccc(SC[C@H](c2ccccc2)N2CCN(CCc3ccccc3)CCC2=O)cc1	-8	1.3	6	0	11	0	-11	-8	4
Cn1c(=O)c2c(nc(CN3CCc4ccccc4C3)n2Cc2ccc(F)cc2)n(C)c1=O	0	-1.0	2	0	10	1	1	4	7
COc1ccc2cc(C(N)=O)c(=Nc3ccccc3)oc2c1	-1	-0.3	2	6	0	13	4	-1	-8
CCOc1ccc(C(=O)NC(C(=O)NCc2ccccn2)C(C)C)cc1 (stereo not drawn)	0	-5.2	2	0	-3	3	1	2	-6
NC(N)=N/N=C/c1ccc(Cl)c([N+](=O)[O-])c1	-15	-0.6	-3	0	-3	-3	1	-2	2
C[C@H](CO)N1C[C@H](C)[C@@H](CN(C)C(=O)Nc2ccccc2)Oc2ccc(NC(=O)Nc3ccccc3)cc2C1=O	0	.	.	0	.	.	12	5	-3
COc1ccc(OC)c(NC(=O)c2ccc(Cl)cc2)c1	11	1.2	-2	3	-3	49*	18	12	1
COC(=O)c1cccc([N+](=O)[O-])c1CS(=O)(=O)c1ccc(C)cc1	6	0.6	-3	1	3	3	-6	4	11

Retrieved by compound from the list above (6):
SMILES	GASC-1 inh	PP5 primary	PP1 inh	GRK2 aptamer HTS	HCV core dimer	CTSL1 counter	VLA-4 inh	procasp7 counter	proCasp3 act
COc1ccc(OC)c(NC(=O)c2ccc(Cl)cc2)c1	11	1.2	-2	3	-3	49*	18	12	1
O=C(NCc1ccco1)/C(=C/c1cccc([N+](=O)[O-])c1)NC(=O)c1ccco1	1	0.5	-4	0	1	-2	2	-1	6
Cc1ccsc1/C=N/NC(=O)Cc1ccc([N+](=O)[O-])cc1	-17	4.0	12	4	-2	0	0	-9	-4
CN1CCOc2cc(S(=O)(=O)NCc3ccc(S(N)(=O)=O)cc3)ccc21	-1	-2.9	-10	0	-14	6	16	-8	-3
COc1ccc2cc(C(N)=O)c(=Nc3ccccc3)oc2c1	-1	-0.3	2	6	0	13	4	-1	-8
N#Cc1c(NC(=O)c2cnn3cccnc23)sc2c1CCCC2	13	-1.0	-3	1	3	0	0	-1	-3

Further records:
SMILES	GASC-1 inh	PP5 primary	PP1 inh	GRK2 aptamer HTS	HCV core dimer	CTSL1 counter	VLA-4 inh	procasp7 counter	proCasp3 act
Cc1cnc2cc([N+](=O)[O-])ccc2n1	2	1.6	3	1	-9	7	-13	-1	-1
CCOC(=O)Nc1ccc2c(c1)N(C(=O)CN(CC)CC)c1ccccc1C=C2	12&2	6.9	-1	2	0	-2	2	5	17
CC(=O)N1CCC2(CC1)C(C#N)=C(N)Oc1n[nH]c(C)c12	-1	2.2	-4	1	2	1	3	-6	6
O=C(Nc1ccccc1)C1CC(O)CN1S(=O)(=O)c1ccc([N+](=O)[O-])cc1 (stereo not drawn)	3	1.9	-9	6	0	1	4	8	-1
CCOC(=O)CN(C(=O)c1ccccc1)c1ccccc1C	-6	-0.9	-3	3	0	-3	1	1	2
Cc1cc(NC(=O)CC(C)C)c(=O)n(Cc2c(F)cccc2Cl)c1	11	0.7	2	0	7	1	0	1	1

Grouped by structure, the entries above containing a furan ring, fused or not
SMILES	GASC-1 inh	PP5 primary	PP1 inh	GRK2 aptamer HTS	HCV core dimer	CTSL1 counter	VLA-4 inh	procasp7 counter	proCasp3 act
Cc1ccccc1C(=O)N/C(=C/c1ccc(-c2cccnc2Cl)o1)C(=O)NCCCN1CCN(C)CC1	22	2.2	-1	0	-10	6	-12	-1	11
O=[N+]([O-])c1cccc(-c2noc(-c3ccco3)n2)c1	-3	1.6	-2	0	3	-1	2	0	-5
CCN(c1ccc(C)cc1)S(=O)(=O)c1nnc(NC(=O)c2ccco2)s1	5	-1.0	1	0	17	-6	8	1	2
O=C(NCc1ccco1)/C(=C/c1cccc([N+](=O)[O-])c1)NC(=O)c1ccco1	1	0.5	-4	0	1	-2	2	-1	6
